DAX1 inh-1 – DAX1 (NR0B1) inhibitors, primary screen, cell-based, HEK293, Gal4-DAX1, luciferase luminescence; Nuclear receptor subfamily 0 group B member 1 (Homo sapiens), P51843; HEK293 Gal4-DAX1 luciferase reporter; inhibition, % at 6.75 µM; 0.99% of 340,000 active; AID 504766, 2011;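 active means inhibition above the mean over all tested compounds plus 3 SD, cut at about 4.2% in these data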;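 further: 0% = DAX1-transfected cells with DMSO and 100% = empty-vector control cells with DMSO; inhibition shows as a rise in luminescence from relieved DAX1 repression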
ssDAF12 agonist – S. stercoralis DAF-12 nuclear receptor activators, primary screen, cell-based, luminescence, HEK293, GRIP1 co-expression, lit1-tk-luc | 1% of 370,000 active | activation, % at 6.8 µM | HEK293 ssDAF-12/GRIP1 lit1-tk-luc reporter; % of 3 µM dafachronic acid response | AID 652126, 2013 | Nuclear hormone receptor DAF-12 (Strongyloides stercoralis);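 active means activation above the mean over all tested compounds plus 3 SD, cut at about 0.9% in these data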;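 further: 0% = DMSO-only wells and 100% = 3 µM delta7-dafachronic acid wells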
MBD2 DNA inh – inhibitors of MBD2 binding to methylated DNA, primary screen, biochemical, TR-FRET, DNA-binding domain, human; Methyl-CpG-binding domain protein 2 (Homo sapiens), Q9UBB5; MBD2 binding to methylated oligonucleotide; inhibition, % at 4.4 µM; 0.31% of 370,000 active; AID 686964, 2013; in the data active means inhibition above about 13%
Target sequence (Q9UBB5 whole entry, looked up, the tested form may be a part): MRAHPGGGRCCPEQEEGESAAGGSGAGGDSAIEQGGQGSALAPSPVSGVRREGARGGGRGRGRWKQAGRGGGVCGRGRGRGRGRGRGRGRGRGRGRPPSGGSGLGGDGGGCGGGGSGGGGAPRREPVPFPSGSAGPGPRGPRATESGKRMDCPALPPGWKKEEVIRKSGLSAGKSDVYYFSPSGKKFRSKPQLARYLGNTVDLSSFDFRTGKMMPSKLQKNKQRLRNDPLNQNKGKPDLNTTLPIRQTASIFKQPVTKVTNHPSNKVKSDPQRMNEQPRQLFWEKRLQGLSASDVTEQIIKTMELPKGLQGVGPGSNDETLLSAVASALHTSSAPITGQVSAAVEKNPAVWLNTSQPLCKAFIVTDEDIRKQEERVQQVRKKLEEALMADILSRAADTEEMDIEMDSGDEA
DAX1 inh-2 – DAX1 (NR0B1) inhibitors on StAR promoter, primary screen, cell-based, luminescence, SF-1 (NR5A1), full-length DAX-1; inhibition, % at 6.8 µM; HEK293T StAR-luciferase reporter, SF-1/DAX-1 repression relief; 1.1% of 370,000 active; AID 652010, 2013;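 active means inhibition above the mean over all tested compounds plus 3 SD, cut at about 3.6% in these data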;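 further: 0% = DAX-1 cells with DMSO and 100% = cells lacking DAX-1 with DMSO; higher inhibition means more luminescence from relief of DAX-1 repression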
hgDAF-12 ag – H. glycines DAF-12 receptor agonists, primary screen, cell-based, luminescence, HEK293, GAL4 fusion, UAS-luciferase; Nuclear hormone receptor DAF-12 (Heterodera glycines), GAL4 fusion; HEK293 GAL4-hgDAF12 UAS-luciferase reporter, agonist luminescence; normalized to butyrate control; activation, % at 6.8 µM; 1.8% of 370,000 active;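 active means activation above a cutoff set at the mean of all screened compounds plus 3 SD, cut at about 10% in these data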;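 further: 0% = DMSO wells and 100% = sodium butyrate wells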
PLC-beta3 inh – human PLC-beta3 inhibitors, primary screen, biochemical, fluorescence. inhibition, % at 12.2 µM. 0.18% of 370,000 active. 1-phosphatidylinositol 4,5-bisphosphate phosphodiesterase beta-3 (Homo sapiens), Q01970. AID 720704, 2013. Purified PLC-beta3, fluorogenic substrate; in the data active means inhibition above about 11%;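 further: 0% = median of compound wells on plate and 100% = full blocker control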
NR1D1 modulator – modulators of Rev-erb alpha DNA binding, primary screen, biochemical, FITC-DNA, fluorescence polarization, uHTS; 0.79% of 370,000 active; Rev-erbα–FITC-DNA binding, 90 min; Nuclear receptor subfamily 1 group D member 1 (Homo sapiens), P20393; activity, % at 10 µM; AID 1259318, 2017;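 active means activity above about 14%, limit read from the data; passing the limit was not always enough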;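 further: 0% = DMSO wells with 35 nM protein and 100% = DMSO wells with 750 nM protein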
SMARCA2 act – SMARCA2 (BRM) function activators, primary screen, cell-based, luminescence, high throughput. activation, % at 9.1 µM. 1% of 370,000 active. AID 652017, 2013. MG213 cells, MMTV-luciferase reporter, dexamethasone, overnight; in the data active means activation above about 7.8%;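 further: 0% = vehicle wells and 100% = reference activator wells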
hcDAF12 agonist – H. contortus DAF-12 nuclear receptor activators, primary screen, cell-based, luminescence, HEK293, lit1-tk-luc reporter; 1.4% of 370,000 active; activation, % at 6.8 µM; AID 652067, 2013; HEK293 hcDAF-12 lit1-tk-luc reporter; 0% DMSO, 100% Δ7-dafachronic acid;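 active means activation above the mean of all tested compounds plus 3 SD, cut at about 5.5% in these data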;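 further: 100% = response to 3 µM Δ7-dafachronic acid high control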
ADAM17 inh – ADAM17 inhibitors, primary screen, biochemical, QFRET; Disintegrin and metalloproteinase domain-containing protein 17 (Homo sapiens), P78536; recombinant ADAM17, EDANS/DABCYL FRET peptide cleavage; inhibition, % at 6.95 µM; 0.83% of 370,000 active;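 active means inhibition above the mean of compounds lying between control limits plus 3 SD, set per campaign, cut at about 8.5% in these data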;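 further: 0% = DMSO-only wells as the low control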
Target sequence (P78536 215-824 limits assumed): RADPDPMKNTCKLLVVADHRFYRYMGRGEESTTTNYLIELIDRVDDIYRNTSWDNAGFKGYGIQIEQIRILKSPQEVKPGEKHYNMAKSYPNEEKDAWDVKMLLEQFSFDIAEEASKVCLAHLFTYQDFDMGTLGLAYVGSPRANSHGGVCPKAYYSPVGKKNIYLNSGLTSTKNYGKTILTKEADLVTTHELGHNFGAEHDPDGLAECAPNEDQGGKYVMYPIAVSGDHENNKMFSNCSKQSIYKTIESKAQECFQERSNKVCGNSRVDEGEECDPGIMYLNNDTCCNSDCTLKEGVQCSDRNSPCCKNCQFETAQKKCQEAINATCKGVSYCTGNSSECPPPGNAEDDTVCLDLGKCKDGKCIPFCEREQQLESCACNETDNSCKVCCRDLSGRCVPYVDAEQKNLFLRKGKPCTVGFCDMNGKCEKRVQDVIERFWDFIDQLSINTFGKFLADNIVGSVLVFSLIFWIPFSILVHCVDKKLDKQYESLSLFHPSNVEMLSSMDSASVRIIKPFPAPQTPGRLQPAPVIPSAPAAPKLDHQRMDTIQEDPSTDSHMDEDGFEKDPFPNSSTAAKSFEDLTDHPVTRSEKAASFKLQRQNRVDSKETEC
PLCg1 inh – PLC-gamma1 enzyme inhibitors, primary screen, biochemical, fluorescence, purified enzyme. inhibition, % at 12.2 µM. AID 720700, 2013. 0.84% of 370,000 active. fluorogenic substrate; in the data active means inhibition above about 9.5%
Active calls of the source: *; . = not tested or not shown.

SMILES | DAX1 inh-1 | ssDAF12 agonist | MBD2 DNA inh | DAX1 inh-2 | hgDAF-12 ag | PLC-beta3 inh | NR1D1 modulator | SMARCA2 act | hcDAF12 agonist | ADAM17 inh | PLCg1 inh
CN(Cc1ccccc1)S(=O)(=O)c1ccc(OCC(=O)N2CCOCC2)cc1 | 1.0 | -1.4 | 3 | 0.2 | 1.1 | 2 | 2 | -1 | -1.4 | -5 | -1
N#Cc1cc2c(nc1Cl)CCCC2 | -0.9 | -1.2 | -3 | 0.6 | 2.9 | 0 | -1 | -1 | -2.4 | -1 | 2
CN1CCN(C(=O)c2c(NC(=O)c3ccco3)sc3c2CCC(C(C)(C)C)C3)CC1 (stereo not given) | -1.7 | -0.7 | -6 | -0.5 | -1.3 | -8 | . | -2 | 0.5 | 0 | -6
COC(=O)C1=C(C)NC(=O)CC1c1cccc(Cl)c1Cl (stereo not given) | 0.1 | -1.5 | -3 | -0.4 | -1.6 | 4 | -2 | 0 | -1.8 | 0 | 2
COc1cccc(CN2CCN(CCCc3ccccc3)C(CCO)C2)c1OC (stereo not given) | 1.4 | 0.3 | 0 | -0.1 | -2.0 | -4 | 2 | 2 | -1.0 | -138 | 2
COc1ccc(S(=O)(=O)NC2CCCC2)c(Cl)c1Cl | 0.8 | -1.6 | 1 | 0.3 | -0.6 | -1 | 4 | -2 | -2.5 | -3 | -3
O=C(Nc1cccc([N+](=O)[O-])c1)c1ccc2c(c1)OCO2 | 0.3 | -1.7 | -2 | -0.1 | 2.8 | 5 | 1 | 8.1* | 0.2 | -2 | 5
CC(NC(=O)[C@H](Cc1c[nH]c2ccccc12)NC(=O)[C@@H]1Cc2ccccc2CN1)c1ccccc1 (stereo not given in full) | 0.6 | -1.1 | 2 | 0.4 | 0.6 | 2 | -4 | 1 | 1.0 | -1 | 2
O=C(Nc1nc2ccc(F)cc2s1)C1=COCCO1 | -3.4 | 0.1 | -3 | 7.5* | 2.8 | -22 | 4 | 2 | 4.9 | -2 | -25
COC(=O)[C@@]12CCCCC3=C1N(CCC3)C(=O)[C@H]2CC(=O)NCc1ccc(C)o1 | . | -1.1 | 6 | -0.9 | 2.7 | -1 | 3 | -2 | 0.8 | 3 | -1
CC12CN3CC(=O)N4CC5(C)CN(CC(C)(C4)C5=O)C(=O)CN(C1)CC(C)(C3)C2=O | 0.2 | -1.2 | -2 | -0.2 | -0.1 | 2 | -1 | -4 | -1.5 | -6 | -2
S=C1N(c2ccccc2)C(c2ccc(Cl)cc2)N2CCCN12 (stereo not given) | -0.6 | -1.2 | -3 | -0.9 | 0.2 | 1 | 2 | -1 | -1.1 | 0 | 1
O=C(NCCOc1ccc(F)cc1)C1CCC(=O)N(CC2CCCCC2)C1 (stereo not given) | -0.5 | -1.0 | 3 | -0.3 | 0.3 | -5 | 1 | 2 | -0.1 | -2 | -1
O=C(CS(=O)(=O)c1ccc(Cl)cc1)NCCS(=O)(=O)c1ccc(Cl)cc1 | 2.0 | -1.3 | 7 | 1.1 | 1.1 | -4 | -8 | -3 | -0.4 | -3 | 4
CC(C)=CC(=O)OCC(=O)NC1CCCc2ccccc21 (stereo not given) | 1.1 | -0.8 | -5 | -0.5 | -2.0 | 1 | -2 | -4 | -1.3 | -3 | 2
CCC(C)NC(=O)c1cn(CC)c2ccc(S(=O)(=O)N(C)C)cc2c1=O (stereo not given) | -0.3 | -0.8 | -3 | -0.9 | -1.6 | 3 | 7 | -2 | -2.3 | -2 | 0
CN(C)C(=O)c1cccc(-c2cnc3c(NC=O)cc(-c4cccc(F)c4)cn23)c1 | . | -1.7 | 6 | -0.4 | -2.2 | -45 | -8 | -2 | 1.2 | -16 | -32
Cc1cc(=O)[nH]c(SCC2(O)C3CC4CC(C3)CC2C4)n1 (stereo not given) | 0.3 | -0.8 | -1 | -0.5 | -1.3 | 1 | 1 | 1 | -1.1 | -2 | 3
Cc1ccc(Cl)c2c1=NC(=O)C=2c1[nH]c(=S)[nH]c1O | 0.3 | -0.1 | -12 | -0.7 | 1.2 | 0 | 2 | -1 | -0.3 | 5 | 2
Fc1ccccc1-c1cc2ccccc2cn1 | 1.3 | 0.1 | 2 | 0.5 | 6.0 | 1 | -4 | 7 | 2.9 | 0 | 1
CC(=O)c1ccc(OC2(C)CCN(CCOc3ccc(C)cc3)C2)cc1 (stereo not given) | . | -1.2 | -1 | -1.6 | 0.5 | 3 | -2 | -2 | -1.2 | 3 | 0
O=C(CCSCc1ccccc1F)NCCc1ccccc1 | -0.8 | -1.2 | 1 | -0.2 | -1.3 | -3 | -7 | -2 | -0.3 | 1 | 0
CCOc1ccc(C(=O)NC2CCN(S(=O)(=O)CC)CC2)cc1 | 0.6 | -1.5 | -2 | -0.7 | 0.5 | 5 | 6 | 2 | -1.0 | -2 | 4
CS(=O)(=O)N[C@@H]1C[C@@H]2O[C@@H](CO)CC[C@@H]2O[C@@H]1CCc1ccc(/C=C/c2ccccc2)cc1 | . | -0.7 | 2 | -0.5 | 0.7 | -10 | 4 | -1 | 0.8 | -6 | -2
N#Cc1c(N)n(CCOC(=O)c2cccc([N+](=O)[O-])c2)c2nc3ccccc3nc12 | 0.2 | -1.3 | -4 | -0.6 | -1.3 | -66 | -6 | 0 | -0.9 | -51 | -48
Nc1nnnn1/N=C/c1ccccc1Cl | 1.1 | -1.2 | -4 | -0.7 | -1.8 | 2 | 0 | 1 | 2.8 | -1 | 1
Cc1ccc(NC(=O)CSCC(=O)Nc2ccc(S(=O)(=O)N3CCOCC3)cc2)cc1 | -0.3 | -1.1 | -3 | 0.0 | -1.3 | -6 | -2 | 0 | 0.7 | 5 | 5
COCC(C)NS(=O)(=O)c1ccccc1 (stereo not given) | -0.5 | -0.2 | 1 | -0.4 | -0.2 | -1 | 4 | -4 | 0.8 | -4 | 2
Cc1cc([N+](=O)[O-])ccc1NCc1ccc2c(c1)OCCO2 | -0.9 | -1.4 | -5 | -0.5 | 3.0 | 2 | -3 | 4 | 3.3 | 3 | 3
CCOc1ccc(OCc2nnc(SCC(=O)NC3CCS(=O)(=O)C3)n2-c2ccc(Cl)cc2)cc1 (stereo not given) | -0.6 | -1.9 | -3 | -0.6 | -2.0 | 1 | -2 | 1 | -1.8 | 1 | 0
CCC1CCCCN1CCCNC(=O)C1CCC(CNS(=O)(=O)c2c(C)cc(C)cc2C)CC1 (stereo not given) | -1.6 | -0.9 | 4 | 0.6 | 2.2 | -5 | -1 | -2 | -1.4 | -1 | 2
Cc1cc(C)c(S(=O)(=O)N2CCCC(C(=O)NCc3ccccn3)C2)c(C)c1 (stereo not given) | 1.7 | -1.3 | 3 | 0.0 | -2.0 | -3 | 3 | -2 | -0.1 | -2 | 0
O=c1cc(S(=O)(=O)Cc2ccccc2)[nH]c(=O)[nH]1 | 3.9 | 0.8 | -2 | 2.5 | 2.8 | -1 | -3 | 0 | -0.5 | -1 | 0
Cn1c(CCC(N)=O)nnc1SCC(=O)Nc1ccccc1C(=O)NC1CC1 | 0.4 | -1.1 | 2 | -0.3 | -0.3 | -5 | -4 | -3 | -0.4 | -6 | -2
COCCCn1c(=O)c2sccc2n2c(CCCC(=O)N3CCN(c4ccccn4)CC3)nnc12 | 0.2 | -1.6 | -3 | 0.6 | 1.2 | -4 | -8 | 1 | -0.1 | -6 | -2
Cc1ccc(-c2nnc(Nc3ccc(C(=O)N(C)C)cc3)c3ccccc23)cc1S(N)(=O)=O | 0.7 | -0.9 | 1 | -0.3 | -2.4 | -120 | -10 | -1 | -0.1 | -3 | -81
Cc1cc(C)c(NC(=O)CSc2nc3[nH]ncc3c(=O)[nH]2)c(C)c1 | -0.4 | -1.7 | 3 | 0.2 | 1.6 | 3 | -2 | 0 | 0.2 | -2 | -1
CCN(CC(=O)NCc1cccs1)C(=O)C1CC(=O)N(c2ccc(OC)cc2OC)C1 (stereo not given) | -0.8 | -0.6 | 3 | 1.1 | 1.1 | -6 | 3 | -1 | 0.6 | -1 | 3
O=[N+]([O-])c1ccc(-c2c(-c3ccccc3)ncc3cc(F)ccc23)cc1 | -1.1 | -1.5 | 0 | -0.6 | 0.1 | 2 | -1 | 3 | -0.3 | 0 | 1
Cc1ccc(OCCNS(=O)(=O)c2cccs2)cc1 | 0.8 | -0.5 | -3 | 1.4 | 1.7 | 2 | 1 | 1 | -1.0 | -2 | 2

Three compounds already listed, sorted by SMILES length, descending:
SMILES | DAX1 inh-1 | ssDAF12 agonist | MBD2 DNA inh | DAX1 inh-2 | hgDAF-12 ag | PLC-beta3 inh | NR1D1 modulator | SMARCA2 act | hcDAF12 agonist | ADAM17 inh | PLCg1 inh
COc1cccc(CN2CCN(CCCc3ccccc3)C(CCO)C2)c1OC (stereo not given) | 1.4 | 0.3 | 0 | -0.1 | -2.0 | -4 | 2 | 2 | -1.0 | -138 | 2
COC(=O)C1=C(C)NC(=O)CC1c1cccc(Cl)c1Cl (stereo not given) | 0.1 | -1.5 | -3 | -0.4 | -1.6 | 4 | -2 | 0 | -1.8 | 0 | 2
COc1ccc(S(=O)(=O)NC2CCCC2)c(Cl)c1Cl | 0.8 | -1.6 | 1 | 0.3 | -0.6 | -1 | 4 | -2 | -2.5 | -3 | -3

(cont.)
SMILES | DAX1 inh-1 | ssDAF12 agonist | MBD2 DNA inh | DAX1 inh-2 | hgDAF-12 ag | PLC-beta3 inh | NR1D1 modulator | SMARCA2 act | hcDAF12 agonist | ADAM17 inh | PLCg1 inh
COc1ccc(CC(=O)Nc2ccc(-c3nnc(-c4ccc(C)cc4)o3)cc2)cc1 | -0.8 | -1.5 | 9 | -0.1 | 2.2 | -3 | 26* | 0 | -0.6 | -6 | -2
C[C@H]1CN([C@@H](C)CO)C(=O)CCCn2cc(nn2)CO[C@@H]1CN(C)S(=O)(=O)c1ccc2c(c1)OCCCO2 | 2.0 | -0.8 | -5 | 0.5 | -0.2 | -1 | 5 | -3 | -1.9 | 0 | 2
CN(C)CCn1c(=S)[nH]c2ccc(Cl)cc2c1=O | 1.3 | -0.8 | -3 | -0.8 | -2.3 | 2 | -1 | 0 | 0.1 | -3 | 1
COc1ccc(C(=O)Nc2cccc(C)c2)cc1S(=O)(=O)N1CCOCC1 | -0.4 | -1.7 | -2 | -0.8 | -3.3 | -7 | 3 | -3 | -2.0 | -5 | 0
COC(=O)N/N=C/c1cc(Cl)cc(Cl)c1OCc1ccccc1 | 0.2 | -1.6 | 1 | 0.0 | 1.3 | 4 | 0 | -4 | 0.6 | -2 | 6
c1ccc(Cn2nnnc2CN2CCCC2)cc1 | -0.8 | -1.5 | 3 | 0.3 | 0.2 | 1 | -2 | -4 | -0.3 | -1 | 3

Compound activity from PubChem.
